# Compound activity: PubChem, National Center for Advancing Translational Sciences (NCATS)
# D2 antag – HTS Assay for Allosteric Antagonists of the Human D2 Dopamine Receptor: Primary Screen for Antagonists; inhibition, % at 10 µM; 340,000 tested, 2% active; HEK293 TREx D2 cells, calcium flux, dopamine EC80; D(2) dopamine receptor (Homo sapiens), P14416; in the data active = inhibition above about 30%; note: 0% is about no effect
# Target sequence (P14416 whole entry, looked up): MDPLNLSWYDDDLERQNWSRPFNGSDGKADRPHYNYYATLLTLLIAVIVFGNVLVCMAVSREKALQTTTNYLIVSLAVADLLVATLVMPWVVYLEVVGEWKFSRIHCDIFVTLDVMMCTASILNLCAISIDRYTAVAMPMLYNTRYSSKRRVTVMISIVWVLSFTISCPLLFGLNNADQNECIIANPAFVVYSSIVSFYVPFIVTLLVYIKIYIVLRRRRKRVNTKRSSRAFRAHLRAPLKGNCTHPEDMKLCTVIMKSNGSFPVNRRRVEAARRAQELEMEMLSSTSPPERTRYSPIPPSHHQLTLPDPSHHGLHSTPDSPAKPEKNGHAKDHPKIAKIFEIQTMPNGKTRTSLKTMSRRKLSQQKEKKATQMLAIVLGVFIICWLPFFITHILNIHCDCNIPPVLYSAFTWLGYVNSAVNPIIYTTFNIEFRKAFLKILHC
#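 Overnight-induced (tetracycline, 30 C) HEK293 T-REx cells carrying force-coupled D2 receive a no-wash calcium dye, then compound, then EC80 dopamine at 180 s; signals are read kinetically throughout.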
# D1 ag – Allosteric Agonists of the Human D1 Dopamine Receptor: qHTS; 360,000 tested, 1% active; HEK293 T-REx D1 cells, calcium flux, agonist mode; activation, % at 2 µM; note: 0% is about no effect
# Target sequence (P21728 whole entry, looked up): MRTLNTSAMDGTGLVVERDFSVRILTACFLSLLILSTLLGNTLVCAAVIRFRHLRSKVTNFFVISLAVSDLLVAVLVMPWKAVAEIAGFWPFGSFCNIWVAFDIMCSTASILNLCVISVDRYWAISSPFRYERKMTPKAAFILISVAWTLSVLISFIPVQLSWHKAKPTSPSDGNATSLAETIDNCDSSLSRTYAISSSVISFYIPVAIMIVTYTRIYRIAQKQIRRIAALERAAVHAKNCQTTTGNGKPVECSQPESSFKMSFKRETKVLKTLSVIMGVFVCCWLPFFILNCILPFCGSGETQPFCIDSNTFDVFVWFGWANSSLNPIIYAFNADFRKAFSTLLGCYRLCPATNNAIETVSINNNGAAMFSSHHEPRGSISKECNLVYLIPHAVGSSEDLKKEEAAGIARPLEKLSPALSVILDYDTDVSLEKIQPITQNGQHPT
#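 Inducible HEK293 T-REx D1 cells, force-coupled to calcium signalling, were plated at 4000 cells/well with tetracycline and held overnight at 30 C. After no-wash calcium dye loading, compound-evoked calcium rise over 180 s flagged agonists.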
# TRHR ag – qHTS for Small Molecule Agonists and Allosteric Enhancers of Human TRH Receptor: Primary Screen for Agonists; Thyrotropin-releasing hormone receptor (Homo sapiens), P34981; TRHR cells, calcium flux fluo-8, FDSS agonist mode; activation, % at 2 µM; 360,000 tested, 0.18% active; note: 0% is about no effect
#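 In this calcium-flux screen, cells bearing human TRHR are dye-loaded with fluo-8, baselined for 10 cycles, then exposed to library compounds; positive kinetic calcium responses during the agonist phase mark hits, with TRH as control.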
# D2 potentiator – HTS Assay for Positive Allosteric Modulators of the Human D2 Dopamine Receptor: Primary Screen for Potentiators; D(2) dopamine receptor (Homo sapiens), P14416; HEK293 T-REx D2, calcium flux, EC20 dopamine potentiation; potentiation, % at 10 µM; 340,000 tested, 0.34% active; AID 485347, 2010;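 active = potentiation over 3 SD above the plate norm, cut at about 30% in these data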; note: 0% is about no effect
#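 Potentiation of an EC20 dopamine calcium response is measured in a force-coupled, tetracycline-inducible Hek293 Trex D2 line. Compound-only kinetic reads over 180 s flag agonists before dopamine addition.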
# D1 potentiator – Potentiators of Human D1 Dopamine Receptor: qHTS; HEK293 TREx D1 cells, calcium flux, dopamine EC20 potentiation; AID 504651, 2011; D(1A) dopamine receptor (Homo sapiens), P21728; 360,000 tested, 0.036% active; potentiation, % at 10 µM; in the data active = potentiation above about 30%; note: 0% is about no effect
# D2 ag – HTS Assay for Allosteric Agonists of the Human D2 Dopamine Receptor: Primary Screen for Agonists | D(2) dopamine receptor (Homo sapiens), P14416 | HEK293 T-REx D2 cells, calcium flux agonist mode | activation, % at 2 µM | 340,000 tested, 0.53% active | AID 485358, 2010;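 active = activation over 3 SD above normal in the single-dose calcium agonist read, cut at about 30% in these data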; note: 0% is about no effect
#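 Calcium-flux readout, 1 cycle/sec over 180 s following compound pin transfer, in inducible HEK293 Trex D2 cells (force-coupled); dopamine controls included. Positive calcium responses during this window marked compounds as potential agonists.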
# TRHR PAM – qHTS for Small Molecule Agonists and Allosteric Enhancers of Human TRH Receptor: Primary Screen for Enhancers. enhancement, % at 2 µM. 360,000 tested, 0.66% active. TRHR cells, fluo-8 calcium fluorescence, EC20 TRH enhancement. Thyrotropin-releasing hormone receptor (Homo sapiens), P34981. AID 493056, 2011; in the data active = enhancement above about 30%; note: 0% is about no effect
#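 TRHR-expressing cells loaded with fluo-8 calcium dye were read kinetically (ex 480/em 530) during compound addition, then stimulated with an EC20 of TRH (10 nM final). Enhancement of the Gq-mediated intracellular calcium response was scored.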
# RXFP1 antag – qHTS Assay for Antagonists of the Relaxin Receptor RXFP1 | Relaxin receptor 1 (Homo sapiens), Q9HBX9 | HEK293-RXFP1, relaxin-stimulated cAMP HTRF, 30 min; hits give low values | activity change, negative = inhibition, % at 57.5 µM | 350,000 tested, 0.59% active | AID 1259400, 2018;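 active = activity change of -60% or lower, but not beyond a set lower limit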; note: % is set by controls: 0 for no effect and ±100 for the full control effect
# D1 antag – Antagonist of Human D 1 Dopamine Receptor: qHTS. activity change, negative = inhibition, % at 10 µM. D(1A) dopamine receptor (Homo sapiens), P21728. HEK293 TREx D1 cells, calcium flux, dopamine EC80; hits give low values. 360,000 tested, 3.2% active; in the data active = activity change below about -30%; note: % is set by controls: 0 for no effect and ±100 for the full control effect
#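 Allosteric or orthosteric antagonism assessed as attenuation of the calcium response to EC80 dopamine, added 180 s after compound, in induced HEK293 Trex D1 cells loaded with no-wash calcium dye.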
# * marks the source's active call; other numbers are inactive results; . = not tested or not shown; & = joins results of further samples. Cut-off read from the data, not from the text of the source, unless noted: active = activation above about 30%; inactive = the rest.
mol,TRHR PAM,D2 ag,D1 potentiator,D1 antag,D2 potentiator,D2 antag,TRHR ag,D1 ag,RXFP1 antag
CCC(=O)N1CCc2cc(Br)cc(S(=O)(=O)N3CCC(C(=O)NC(C)(C)C)CC3)c21,-6&4,-0.6&-0.5,0,6&17,5&9,1,-1.7&-1.4,0&-2,-3&8
CCSc1nnc(SCC(=O)N2CCN(C(=O)c3ccco3)CC2)s1,0,0.2,-4,-1,0,-3,0.1,0,-5
O=C(/C=C/c1c(Cl)cccc1Cl)Nc1ccncc1,0,-0.4,-4,-6,5,-13,0.1,-1,-12
CC(=O)Nc1ccc(S(=O)(=O)NCCC(=O)Nc2ccc(C)c(F)c2)cc1,4,0.6,2,-7,6,1,0.0,0,-11
O=C(NC(=S)N1CCc2ccccc21)C1CCC1,-3,-0.9,4,17,3,-5,-0.3,0,0
CCCn1c(SCC(=O)NCc2ccccc2)n[nH]c1=O,4,1.1,-8,5,3,5,0.0,1,-15
C=CCn1c(SCC(N)=O)nnc1-c1cc2c(s1)CCC(CC)C2 (stereo not drawn),2,-0.6,-2,4,8,12,1.0,0,-5
O=C(CNC(=O)c1ccc(F)cc1)OCc1cc(=O)n2ccsc2n1,4,.,-3,-7,-8,.,0.2,0,.
OCCCNc1ncnc2scc(-c3ccc(Cl)cc3)c12,3,-2.1,-5,-7,-2,-12,0.9,2,-22
O=C(N/N=C1\SCC(=O)N1CCc1ccccc1)c1cccs1,-3,0.5,-2,3,-3,-4,-0.4,0,16
COc1ccc(-c2ccnc3c(Br)c(C)nn23)cc1,-6,-1.5,-1,24,5,19,-2.3,-2,-7
CCCc1cc(=O)[nH]c(SCC(=O)NC)n1,0,0.0,-5,43,15,-14,0.2,2,-2
O=C(CCC(=O)N1CCN(S(=O)(=O)c2ccc(Cl)cc2)CC1)Nc1ccc2ccccc2c1,-1,1.2,2,-12,17,-2,0.7,-1,-9
CC(=O)Nc1ccc(NS(=O)(=O)c2cc(Cl)ccc2Cl)cc1,-7,0.7,-2,-5,-3,-2,0.2,2,-9
O=c1ccnc(NCCc2ccccc2)[nH]1,-7,1.2,-2,1,4,-17,-0.2,4,11
O=C(NCCc1ccccc1)c1c[nH]c2ccc(S(=O)(=O)Nc3ccccc3F)cc2c1=O,1,0.3,-1,-6,11,.,-0.1,2,-7
Cc1ccc(C(=O)NNC(=O)c2ccco2)cc1,6,.,8,11,.,.,-0.1,3,-8
CCNc1nc(C(=O)O)nc(N2CCOCC2)n1,1,4.0,-6,-30,17,5,1.4,3,-23
Cc1cccc(C(=O)OCC(=O)NCC2COc3ccccc3O2)c1 (stereo not drawn),-8,0.4,-2,0,8,8,-0.7,0,-10
Cc1ccc(/C=C/C(=O)OC(C)C(=O)Nc2ncc(Cl)cc2Cl)o1 (stereo not drawn),1,0.3,-4,-20,1,-1,0.3,7,2
CC(C(=O)NC1CCCC1)N(c1ccc(Oc2ccccc2)cc1)S(C)(=O)=O (stereo not drawn),2,-0.2,-5,.,-6,4,-0.2,4,-9
COC(=O)c1ccccc1NC(=O)Cc1noc2ccc(C)cc12,10,0.4,-4,-21,-2,.,0.0,-1,-3
Cc1cc(NC(=O)Cc2ccccc2C)no1,-4,-1.3,4,3,-8,-13,0.5,-3,-8
CCOC(=O)c1sc(NC(=O)c2c(CC)noc2C)nc1C,-5,0.1,-11,-12,-10,0,0.7,5,6
COc1ccc(CNC(=O)c2ccc[nH]2)cc1Cl,0,0.9,3,-3,11,-2,0.8,3,-3
COc1ccccc1N1CCN(C(=O)Oc2ccccc2)CC1,1,-0.3,0,11,12,-7,-0.2,-2,-10
CCCCOC(=O)c1ccc(NC(=O)C(CCS(C)(=O)=O)NC(C)=O)cc1 (stereo not drawn),10,0.0,-6,3,19,-12,-0.7,8,-5
CCOC(=O)N1CCC(NC(=O)C2CCN(C(=O)c3cc4sccc4n3CC)CC2)CC1,1,-0.4,-9,-5,-1,4,-0.5,4,1
O=[N+]([O-])c1ccc(N2CCN(CCOc3nonc3-c3ccccc3)CC2)c(Cl)c1,0,0.2,2,-7,-1,3,0.0,0,-13
c1ccc2c(c1)nc(-c1ccncc1)n2CCNc1nc(CN2CCCCC2)cs1,-6,-1.0,0,-21,0,2,0.2,2,.
Cc1cc(OCCCN2CCN(Cc3ccccc3)CC2)ccc1[N+](=O)[O-],-3,2.6,-5,-36*,-22,-14,0.9,18,-1
CCC(C)(C)n1nnnc1C(c1cc2ccc(OC)cc2[nH]c1=O)N1CCN(C2CCCCC2)CC1 (stereo not drawn),7,20,4,-4,4,-24,-0.1,3,-3
Cc1cnc(CN2CCc3c([nH]c4ccccc34)C2C2CCCCC2)[nH]1 (stereo not drawn),4,0.0,4,8,-3,1,0.5,4,-10
CC(=O)Oc1ccc(/C=C2/C(=O)N(c3ccccc3)N=C2C)cc1,-5,-0.3,9,1,9,28,0.4,0,-24
CCCNC(=O)CN1C(=O)c2cccnc2Sc2ccccc21,-4,0.8,-4,-19,-8,.,0.2,0,-9
COc1ccc(S(=O)(=O)N(Cc2ccccc2)c2ccccc2C(=O)N2CCOCC2)cc1,0,0.3,-17,4,5,-13,-0.2,2,-10
CCCOc1ccc(-c2nc(N3CCCCC3)c3ccccc3n2)cc1,0,0.0,3,9,3,.,-0.9,-2,-1
CCOC(=O)c1nnn(-c2nc(N3CCCC3)nc(N3CCCC3)n2)c1-c1ccccc1,-3,-0.6,-6,2,-7,-5,-0.4,0,0
CC(C)(C)NC(=O)c1cccc(NC(=O)CSc2ccc(Cl)cc2)c1,-5,-1.2,-11,-59*,-5,16,0.0,10,12
CCC(CC)C(=O)Nc1ccc2nc(SCC(=O)N3CCOCC3)sc2c1,-1,0.0,0,-6,-2,.,0.1,-2,-20
O=C(c1ccccc1)N1CCN(c2ccc([N+](=O)[O-])c(NCC3CCCO3)c2)CC1 (stereo not drawn),0,-2.6,-17,-1,-1,-2,-2.6,0,-2
CCS(=O)(=O)n1nc(-c2ccc(Cl)cc2)nc1N,0,0.7,2,6,0,1,-0.7,0,.
COCCn1c(=O)[nH]c2cc(C(=O)NCC3CCCO3)ccc2c1=O (stereo not drawn),-5,-0.2,7,25,-6,-10,-0.7,2,5
Cc1ccsc1/C=N/NC(=O)CNC(=O)c1cccc([N+](=O)[O-])c1C,3,0.5,-1,1,-8,11,-0.4,4,-18
CCOc1cc(NS(=O)(=O)c2ccc(OC)cc2)c(OCC)cc1NC(C)=O,0,-0.7,6,-6,-5,-16,0.4,0,-9
O=C(N/N=C\c1ccc(-c2ccccc2[N+](=O)[O-])o1)C1COc2cc3ccccc3cc2O1 (stereo not drawn),-3,-0.8,-3,-5,-2,-9,0.1,2,-17
CCOC(=O)c1c(C)[nH]c(C(=O)Nc2cc(OCC)c(N3CCOCC3)cc2OCC)c1C,4,-0.2,-1,-7,19,-3,0.2,1,-7
Nc1nc(N2CCCCC2)nc2ccccc12,-2,.,-3,5,-7,.,0.4,2,-6
COc1ccccc1CNC(=O)CN1C(=O)c2cccc(N)c2C1=O,-3,.,-8,-4,-4,.,18,11,2
CCOC(=O)Cc1nc2nc(C)cc(C)n2n1,-1,-0.9,5,-2,2,-2,0.1,6,-7
O=C(O)CC(c1ccccc1)N1C(=O)c2cccc([N+](=O)[O-])c2C1=O (stereo not drawn),0,.,-4,13,.,.,0.5,-2,9
CCOc1ccc(CCNC(=O)CN2C(=O)NC3(CCCc4ccccc43)C2=O)cc1OCC (stereo not drawn),5,-0.1,-7,2,6,-3,-0.3,1,-7
COc1cc2nc(/C=C/c3ccc(N(C)C)cc3)sc2cc1SC,6,67*,35*,12,-4,24,85*,554*,-11
Clc1cccc(C2CCN(Cc3nc(COc4ccccc4)no3)C2)c1 (stereo not drawn),-7,0.9,0,-16,-10,7,0.2,1,-1
O=C(CSc1nc2c([nH]c3ccccc32)c(=O)n1-c1ccc(F)cc1)Nc1ccc2c(c1)OCO2,3,0.5,-2,6,-1,.,-0.2,0,.
Cc1ccc(/C=N/NC(=O)CSc2nc3ccccc3n2Cc2ccccc2)o1,-1,-1.2,-2,11,-4,-4,-1.2,1,-26
Cn1c(CCNC(=O)c2ccco2)nc2cc(NC(=O)COc3ccc(Cl)cc3)ccc21,-7,0.8,1,-4,-7,.,0.1,-1,-8
CCCSc1nc(-c2ccc(OC)cc2)cc(-c2ccccc2OC)c1C#N,0,1.7,3,-10,2,.,0.7,8,-1
O=C(NCCCN1CCOCC1)c1cc(-c2ccc(Cl)cc2)on1,-4,0.1,-3,8,-12,21,0.1,3,3
COc1ccc(OC)c(C2=NOC(C(=O)NCc3cccs3)C2)c1 (stereo not drawn),2,-0.9,-1,6,1,5,-0.8,2,15

# Single records, from the list above.
# COc1cc2nc(/C=C/c3ccc(N(C)C)cc3)sc2cc1SC is listed with TRHR PAM: 6; D2 ag: 67*; D1 potentiator: 35*; D1 antag: 12; D2 potentiator: -4; D2 antag: 24; TRHR ag: 85*; D1 ag: 554*; RXFP1 antag: -11
# O=C(N/N=C\c1ccc(-c2ccccc2[N+](=O)[O-])o1)C1COc2cc3ccccc3cc2O1 (stereo not drawn) is listed with TRHR PAM: -3; D2 ag: -0.8; D1 potentiator: -3; D1 antag: -5; D2 potentiator: -2; D2 antag: -9; TRHR ag: 0.1; D1 ag: 2; RXFP1 antag: -17

# An excerpt from above in order of length of the SMILES, lowest first:
mol,TRHR PAM,D2 ag,D1 potentiator,D1 antag,D2 potentiator,D2 antag,TRHR ag,D1 ag,RXFP1 antag
Clc1cccc(C2CCN(Cc3nc(COc4ccccc4)no3)C2)c1 (stereo not drawn),-7,0.9,0,-16,-10,7,0.2,1,-1
Cc1ccsc1/C=N/NC(=O)CNC(=O)c1cccc([N+](=O)[O-])c1C,3,0.5,-1,1,-8,11,-0.4,4,-18
Cn1c(CCNC(=O)c2ccco2)nc2cc(NC(=O)COc3ccc(Cl)cc3)ccc21,-7,0.8,1,-4,-7,.,0.1,-1,-8

# With a hit mark in D1 ag (from the list above):
Structure,TRHR PAM,D1 potentiator,D1 antag,D2 potentiator,D2 antag,TRHR ag,D1 ag,RXFP1 antag
COc1cc2nc(/C=C/c3ccc(N(C)C)cc3)sc2cc1SC,6,35*,12,-4,24,85*,554*,-11
